# TDP43 rescue – TDP-43 toxicity inhibition in yeast; TDP-43 expressing yeast growth rescue, BacTiter-Glo, 24 h; Potency, µM (titrated, usually from 46.1 µM), for inactives: top-dose growth rescue (activation), actives largely listed as activators; 410,000 tested, 1.8% active; AID 652104; also: potency is read from the fitted curve at half-maximal effect; % of control where 0% means no effect; nearly all actives have a fitted effect of over 50% in size
#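 Growth rescue of TDP-43-toxic yeast measured as ATP luminescence (BacTiter-Glo). Cells grown to mid-log in raffinose, induced in galactose at OD600=0.02, exposed to compound 24 hr at 30 deg C.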
# Akt phos inh – blocks phosphorylation of Akt; Neuro2A IGF-stimulated pAkt S473 HTRF, 20 min; stronger effect = lower value; activity change, % for hits at 50 µM; 360,000 tested, 0.32% active; AID 651550; in the data active = activity change below about -80%; inconclusive = mostly about -51% to -80%; also: % is scaled to controls: 0 for no effect and ±100 for the full control effect
#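 Single-point screen (50 µM final compound) in Neuro2A cells stimulated 20 min with 6 nM IGF at 37 deg C. After lysis, Ser473-phosphorylated Akt read by HTRF (ex 330 nm, em 615/665 nm) as the 665/615 ratio.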
# GLP1R inv ag – GLP-1 receptor (human) inverse agonism | P43220 | HEK293 GLP-1R CRE-luciferase, luminescence, 24 h; GLP-1R form is constitutively active | Potency, µM (doses to about 38.3 µM), for the others: at the highest dose activity change, negative = inhibition, actives largely listed as inhibitors | 410,000 tested, 1.6% active; also: potency is read from the fitted curve at half-maximal effect; % is scaled to controls: 0 for no effect and ±100 for the full control effect; nearly all actives have a fitted effect of over 55% in size
#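 Cells are plated, allowed 12 hours at 37 deg C, then treated with compounds for 24 hr before luciferase detection reagent is added and luminescence is read after 12 min at room temperature. The HEK293 line carries constitutively active GLP-1R with a cAMP-responsive reporter.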
# DRD3 antagonist – blocks the human D3 dopamine receptor; max response, negative = inhibition, %; D3R cells, DiscoveRx beta-arrestin luminescence, antagonist mode; stronger effect = lower value; 360,000 tested, 2.5% active; P35462; in the data active = max response below about -50%; inconclusive = no clear call, values can overlap the other calls; also: % is scaled to controls: 0 for no effect and ±100 for the full control effect; mostly tested at two doses, the higher about 12 µM
# Target sequence (P35462 whole entry, looked up): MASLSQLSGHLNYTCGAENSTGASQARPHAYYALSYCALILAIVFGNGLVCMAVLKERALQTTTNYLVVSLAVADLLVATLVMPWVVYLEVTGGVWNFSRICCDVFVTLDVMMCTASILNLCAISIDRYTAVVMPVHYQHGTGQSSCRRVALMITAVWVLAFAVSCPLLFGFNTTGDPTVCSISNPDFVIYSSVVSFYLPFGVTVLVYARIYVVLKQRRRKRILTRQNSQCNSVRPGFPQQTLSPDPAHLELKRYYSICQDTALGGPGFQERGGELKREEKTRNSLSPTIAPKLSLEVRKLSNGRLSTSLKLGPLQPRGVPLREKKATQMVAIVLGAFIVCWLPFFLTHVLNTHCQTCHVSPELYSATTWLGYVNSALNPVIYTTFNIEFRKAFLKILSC
#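 Cells plated overnight at 1500 cells/well, then exposed to library compounds with dopamine controls for 90 minutes at 37 degrees C. DiscoveRx reagent added for 30–60 minutes at room temperature; luminescence read, quantitative HTS format.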
# Abeta yeast res – restores growth of yeast expressing A-beta42 peptide; yeast expressing A-beta42, growth rescue, OD600, 48 h; response scale: 0% DMSO, 100% iron-clioquinol control; Potency, µM (highest dose often 46.1 µM), for inactives: at the top dose growth rescue, usual class: activators; 410,000 tested, 0.063% active; also: potency is read from the fitted curve at half-maximal effect; nearly all actives have a fitted effect of over 55% in size
#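 Yeast A-beta toxicity model in growth medium with pinned compounds, 48 h at 30 C; growth read as absorbance at 600 nm. Normalized to FeCl3/clioquinol equimolar mix (positive) and DMSO (negative).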
# PTHR1 agonist – PTHR1 (human) receptor agonism. Q03431. HEK293 GP2 PTHR1 cells, GloSensor cAMP luminescence, 1 h. Potency, µM (series often up to 115 µM), for the others: at the highest dose activation, hits mostly activators. 410,000 tested, 0.075% active. AID 743266; also: potency is read from the fitted curve at half-maximal effect; nearly all actives have a fitted effect of over 55% in size; some results filed as inactive show a strong effect at the top dose; inactives centre near -15; many of its hits are not listed in these tables
# Target sequence (Q03431 whole entry, looked up): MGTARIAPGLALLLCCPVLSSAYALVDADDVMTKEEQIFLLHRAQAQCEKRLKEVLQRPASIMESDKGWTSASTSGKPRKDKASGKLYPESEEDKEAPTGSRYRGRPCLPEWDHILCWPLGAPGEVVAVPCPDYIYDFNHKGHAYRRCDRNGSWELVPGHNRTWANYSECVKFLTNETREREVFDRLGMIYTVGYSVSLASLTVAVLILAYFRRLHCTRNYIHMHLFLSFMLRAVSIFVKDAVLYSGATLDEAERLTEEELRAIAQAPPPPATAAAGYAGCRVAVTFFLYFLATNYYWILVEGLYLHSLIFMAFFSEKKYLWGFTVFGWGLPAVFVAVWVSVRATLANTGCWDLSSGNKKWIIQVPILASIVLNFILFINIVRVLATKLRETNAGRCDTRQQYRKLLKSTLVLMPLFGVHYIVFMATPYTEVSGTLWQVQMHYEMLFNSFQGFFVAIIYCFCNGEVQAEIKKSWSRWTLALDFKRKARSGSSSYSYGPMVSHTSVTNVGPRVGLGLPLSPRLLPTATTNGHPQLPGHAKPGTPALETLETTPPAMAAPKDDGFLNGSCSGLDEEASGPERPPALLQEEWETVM
#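 HEK-293-derived GP2 cells expressing PTHR1 and a GloSensor cAMP reporter, 3,000/well, plated overnight, given luciferin plus IBMX (each 0.5 mM as added) for 1 h at 37 °C, then compound for 1 h at 37 °C. Luminescence was read after 15 min at room temperature.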
# FUS yeast rescue – FUS proteinopathy suppression in yeast | S. cerevisiae FUS-expressing, growth rescue, OD600, 24 h | Potency, µM (titrated, usually from 76.6 µM), for the others: at the highest dose growth rescue (activation), hits mostly activators | 390,000 tested, 0.24% active | AID 1347120;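 also: potency is read from the fitted curve at half-maximal effect; plate controls were DMSO vehicle for no effect and reference control for full effect; nearly all actives have a fitted effect of over 55% in size; some results filed as inactive show a strong effect at the top dose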
#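 Compound concentration series was pinned onto galactose-induced FUS-expressing yeast seeded at OD 0.005. Plates sat 24hr at 30C; absorbance at 600 nm gave growth. DMSO served as background control.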
# GLP1R ag – GLP-1 receptor (human) agonism. Potency, µM (titrated, usually from 45.6 µM), for the others: at the top dose activation, actives largely listed as activators. 380,000 tested, 0.007% active. HEK293 GLP-1R CRE-luciferase, luminescence, 4-6 h; cells express a hypersensitive GLP-1R form; also: potency is read from the fitted curve at half-maximal effect; % of control where 0% means no effect
# aSyn rescue – rescues yeast growth from alpha-synuclein toxicity. Potency, µM (doses to about 46.1 µM), without a hit: top-dose growth rescue (activation), most hits filed as activators. 370,000 tested, 0.14% active. Yeast expressing alpha-synuclein, growth rescue, BacTiter-Glo, 24 h; also: potency is read from the fitted curve at half-maximal effect; % of control where 0% means no effect; nearly all actives have a fitted effect of over 65% in size
#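 Screening used galactose-induced yeast with toxic alpha-synuclein levels, exposed to compound for 24 hr at 30 deg C. Cell growth, read with BacTiter-Glo luminescence, gave the measured signal.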
# * marks the source's active call; other numbers are inactive results; i = inactive; ? = inconclusive; / = no result given; & = joins results of further samples; [ ] = remark or other dose. Unless noted, calls follow the shape of the dose curve; as a rule, active = well fitted curve in the direction sought with a large enough effect; inconclusive = small, poorly fitted or top-dose-only effect, or another doubt; inactive = no such curve, though single readings can be large; an effect the other way counts as inactive or inconclusive.
SMILES,TDP43 rescue,Akt phos inh,GLP1R inv ag,DRD3 antagonist,Abeta yeast res,PTHR1 agonist,FUS yeast rescue,GLP1R ag,aSyn rescue
Cc1ccc(Sc2ccc(NC(=O)CCl)cc2)c(C)c1,11µM*,i,?,0,?,i,-2%,8%,16%
Cc1nn(CC(C)C)c(Cl)c1C(=O)NCC(C)(C)N1CCOCC1,5%,i,-5%,-2,-4%,i,-56%,8%,0%
C[C@]12c3[nH]c4cc(-c5ccco5)ccc4c3CCN1C(=O)[C@@H](CC(=O)NCCc1ccccn1)C[C@@H]2C(=O)N1CCOCC1,17%,i,19%,31,8%,i,5%,0%,?
CC(=O)Nc1ccc(S(=O)(=O)Oc2cccc(N3C(=O)C4CC=CCC4C3=O)c2)cc1 (stereo unspecified),1%,/,0%,2,17%,-42%[inhibitor],1%,1%,/
O=C(CSC(=S)N1CCOCC1)Nc1ncc2c(n1)CCCC2=O,18%,i,53%[activator],8,4%,i,-2%,6%,1%
O=C(CSc1nnc(-c2ccncc2)o1)Nc1ccccc1Cl,19%,i,6%,26,4%,i,-24%,0%,5%
O=C(CSc1ccc(Cl)cc1)NCC1CCCO1 (stereo unspecified),?,i,8%,10,8%[9.22 µM],i,-52%,-6%,-7%
COc1ccc(CNc2cc(C)ccc2C)c(OC)c1OC,8%,/,0%,3,-4%,i,16%,-6%,2%
CC(=O)c1cccc(OCC(=O)Nc2ccccc2N2CCOCC2)c1,22µM*,i,16%,15,1%,-26%,-3%,-4%,0%
CCOC(=O)C1=CCN(S(=O)(=O)c2ccc(F)cc2)C1c1ccccc1 (stereo unspecified),6%,i,-14%,19,10%,-3%,5%,5%,6%
N#Cc1ccccc1NC(=O)CSc1n[nH]c(-c2ccco2)n1,-18%,i,4%,-4,-7%,-9%,15%,-5%,0%
COc1cccc(OCc2nnc(SCC(=O)NCc3ccco3)n2C)c1,-1%,i,7%,6,14%,i,-3%,-9%,4%
O=C(NCC(=O)N(c1ccc(F)cc1)C(C(=O)NCC1CCCO1)c1ccccc1)c1ccco1 (stereo unspecified),1%,i,-20%,32,3%,i,?,-7%,-5%
Cc1nc(C)c(C(=O)N/N=C/c2ccco2)s1,-19%,i,12%,-1,-21%,i,2%,17%,-4%
CCn1c(=O)c(=O)n(CC)c2cc(N3CCCCC3)c(NC(=O)c3cccc(F)c3)cc21,-7%,/,19%,/,-11%,14%,3%,/,/
CCC(C)NS(=O)(=O)c1ccc(NC(=O)c2cccs2)cc1 (stereo unspecified),-14%,i,22%,-14,-2%,i,5%,5%,-3%
O=C1CCCN2N=C(SCC(=O)Nc3cccc(Cl)c3)SC2=N1,-15%,i,-4%,-10,-13%,-15%,33%,9%,-14%
COc1cc(C(=O)N2CCN(C(=O)Cc3ccccc3)CC2)cc(OC)c1OC,0%,i,3%,-13,0%[9.22 µM],i,-33%,-14%,3%
COc1cccc(-c2cnc(C(O)c3ccc(C)c(F)c3)[nH]2)c1 (stereo unspecified),13%,i,-11%,28,-6%,-29%,-19%,8%,6%
Cc1ccc2c(c1)c(=O)c(C(=O)c1ccncc1)cn2CC(=O)Nc1ccccc1Cl,11%,/,16%,/,-4%,-25%,-3%,/,/
CC(NC(=O)Nc1ccccc1O)(C(F)(F)F)C(F)(F)F,-10%,i,?,5,-30%[inhibitor],-26%,-7%,5%,-1%
CCOC(=O)c1c(C)[nH]c(C(=O)OCC(O)=C(C#N)c2nc3ccccc3[nH]2)c1C,-3%,i,-25%,-10,8%,-6%,?,9%,1%
CCN(CC)CCNC(=O)c1cn(CC)c2ccc(S(=O)(=O)N(C)C3CCCCC3)cc2c1=O,-3%&7%,i,?,-6,?,-20%,10%&1%,18%&-3%,1%
CC(C)[C@H](NC(=O)c1ccc(Br)cc1)C(=O)NC1CCCCC1,4%,i,-5%,-11,0%,i,23%,15%,-8%[1.84 µM]
O=C(CSc1nc2cc(Cl)ccc2c(=O)n1Cc1ccco1)Nc1ccc(S(=O)(=O)N2CCOCC2)cc1,0%,i,15%,6,22%,i,18%,-14%,2%
O=C(CSc1nnc(CNC(=O)c2ccccc2F)o1)NC1CCCC1,-2%,i,10%,13,9%,i,24%,-3%,1%
Cc1ccc(-c2csc3ncnc(Sc4nnc(CN5CCCCCC5=O)o4)c23)cc1,?,i,-19%,-69*,3%,-33%[inhibitor],?,-15%,9%
OCCNC(=S)Nc1cccc(Cl)c1Cl,-12%,i,16%,-6,-4%,-5%,0%,0%,-2%
CN1CCc2c(sc3c2C(=O)NC(c2ccccc2)N3)C1 (stereo unspecified),7%,i,11%,-4,-27%,-9%,-1%,1%,-2%
COc1ccccc1Nc1nnc(SCc2cc(=O)n3cc(C)ccc3n2)s1,-14%[0.397 µM],i,34%[activator],10,-32%[inhibitor],i,27%,30%,1%
COc1cc(S(=O)(=O)Nc2ccc3cn[nH]c3c2)ccc1Cl,-20%,i,1%,-23,-5%,-8%,5%,9%,-6%
CC(C)(C)OC(=O)CNC(=O)c1nc[nH]c1C(=O)NCc1ccccc1,11%,i,17%,2,-8%,-35%[inhibitor],13%,11%,11%
CC(C)Oc1ccc(/C=N/NC(=O)c2ccc(N(Cc3ccccc3)S(C)(=O)=O)cc2)cc1,4%,i,?,-2,-4%,-16%,/,1%,2%
O=C(CSc1nc2ccccc2o1)N1c2ccccc2Sc2ccccc21,8%,i,?,6,-10%,-3%,20%,-2%,4%
O=c1oc(/C=C/c2ccc([N+](=O)[O-])s2)nc2ccccc12,6%,i,25%,-10,6%,-11%,-22%,4%,5%
Cc1nnc(SC(C)C(=O)NC2CCCCC2C)s1 (stereo unspecified),9%,i,14%,?,14%,i,17%,4%,-3%

# Pulled by structure from the entries so far:
SMILES,TDP43 rescue,Akt phos inh,GLP1R inv ag,DRD3 antagonist,Abeta yeast res,PTHR1 agonist,FUS yeast rescue,GLP1R ag,aSyn rescue
COc1cccc(OCc2nnc(SCC(=O)NCc3ccco3)n2C)c1,-1%,i,7%,6,14%,i,-3%,-9%,4%
COc1cc(C(=O)N2CCN(C(=O)Cc3ccccc3)CC2)cc(OC)c1OC,0%,i,3%,-13,0%[9.22 µM],i,-33%,-14%,3%
O=C(CSc1nc2ccccc2o1)N1c2ccccc2Sc2ccccc21,8%,i,?,6,-10%,-3%,20%,-2%,4%

# Remaining list, next part
SMILES,TDP43 rescue,Akt phos inh,GLP1R inv ag,DRD3 antagonist,Abeta yeast res,PTHR1 agonist,FUS yeast rescue,GLP1R ag,aSyn rescue
CCCN1CCN(c2ncnc3sc(C(=O)Nc4ccc(C(C)C)cc4)c(C)c23)CC1,-8%,/,?,/,-9%,i,21%,/,/
Cc1ccc(N(CC(=O)N2CCCC2)S(C)(=O)=O)cc1C,12%,i,1%,-5,10%,-19%,?,-6%,0%
O=C(NCCCN1CCN(c2ccccc2)CC1)c1ccc2nc(Cc3ccccc3)oc2c1,11%,/,?,/,-1%,-52%[inhibitor],3%,/,/
COc1ccc(OC)c2c1sc(=NC(=O)c1ccco1)n2C,?,i,32%,9,2%,-10%,-11%,20%,3%
COc1cccc(OC)c1C(=O)OCC(=O)Nc1cccnc1Cl,14%,i,36%[activator],-8,-9%,-14%,4%,6%,-1%
NC(=O)NC1CCCc2c1[nH]c1ccc(Cl)cc21 (stereo unspecified),27%,i,?,-9,18%,-3%,-7%,-3%,4%
O=C(Nc1ccc(NC(=O)C2CCCCC2)nc1)c1cccc(F)c1,-5%,i,?,-2,0%,i,15%,3%,8%
COc1ccc(NC(=O)CCN2C(=O)C3CC=CCC3C2=O)cc1S(=O)(=O)N1CCCCC1 (stereo unspecified),6%,i,25%,-17,4%,-7%,12%,-2%,0%
COc1ccc(C(=O)O/N=C(\N)c2ccccc2)c(OC)c1,14µM*,i,?,6,-28%,-50%[inhibitor],-11%,-9%,-39%[inhibitor]
CC(NCc1cc(Br)ccc1OCC(N)=O)C12CC3CC(CC(C3)C1)C2 (stereo unspecified),7%,i,?,12,5%,-26%,-8%,20%,0%
COC(=O)c1cc2c(ccn2-c2ccc(F)cc2)n1CC(=O)OC(C)C,3%,i,-26%,1,-9%,-3%,-2%,25%,6%
COc1cccc(NCc2cc3c(C(C)(C)C)nn(-c4ccccc4)c3[nH]c2=O)c1,5%,i,?,-22,-8%,-17%,30%,20%,-16%
O=C(N=C1SC2CS(=O)(=O)CC2N1c1ccc(Cl)c(Cl)c1)C1CCCO1 (stereo unspecified),-2%,i,5%,4,-5%,i,15%,3%,5%
COc1ccc(N2CCN(C(=O)COC(=O)c3ccc(CSC)o3)CC2)cc1,17%,i,-18%,-3,2%,-48%[inhibitor],7%,-4%,11%
COC(=O)c1cc(C)sc1NC(=O)c1ccco1,-20%,i,55%[activator],-11,-13%,-7%,12%,4%,-3%
COc1cccc(C2(CSc3nnc(-c4cc(OC)c(OC)c(OC)c4)o3)OCCO2)c1,5%,/,-26%,8,9%,-3%[57.5 µM],15%,14%,17%
Cc1c(Cl)cccc1NC(=S)N1CCCN(Cc2ccccc2F)C1,-18%,i,?,8,5%,i,17%,5%,2%
Cc1ccc(S(=O)(=O)c2nc(-c3ccccc3)oc2NCc2cccnc2)cc1,3%,i,?,9,10%,-22%[57.5 µM],27%,13%,3%
O=C(Nc1ncc(Cc2ccccc2)s1)C1COc2ccccc2O1 (stereo unspecified),-11%,i,3%,7,10%,-87%[inhibitor][57.5 µM],18%,-2%,-1%
CC1(C)CC(=O)c2cnc(NC(=O)c3ccco3)nc2C1,12%,i,0%,0,-3%,-10%[57.5 µM],2%,-9%,-2%

# Not all compounds are listed; count on the stated rates, not on these rows.
